Screening results from PubChem.
P. falciparum M1AAP: malaria alanyl aminopeptidase activity blockers – biochemical, fluorogenic H-Leu-NHMec substrate, 1536-well (AID 1445) | recombinant M1AAP, H-Leu-NHMec fluorogenic kinetic assay; higher % means a stronger effect | inhibition, % at 30 µM; hits with a dose series show IC50 in µM | 220,000 compounds, 0.42% hits;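 active means primary inhibition above the hit cutoff, then over 50% inhibition at one or more dose response concentrations, cut at about 23% in these data, passing the limit was not always enough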;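 further: plate controls were DMSO full reaction for no effect and no enzyme background for full effect; strong numbers were not always called active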
WT yeast gro inh: growth inhibition of WT yeast, mitochondrial fusion screen | mitochondrial fusion phenotypic screen, WT strain | inhibition, % at 10 µM | 190,000 compounds, 2.1% hits | AID 1362; in the data active means inhibition above about 58%; tested in S. cerevisiae
Hep lipid drop: modulators of hepatic lipid droplet formation. AID 1656. AML12 mouse hepatocytes, oleate lipid droplets, BODIPY imaging. 240,000 compounds, 0.4% hits. inhibition, % at 6.5 µM;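 active means lipid droplet intensity inhibited by at least 50%, with more than 500 cells counted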
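Assay system: AML12 hepatocytes (mouse); Probe or stimulus: oleic acid at 100 µM to induce lipid droplet formation; Dosing: compound at 6.5 µM only; Schedule: compound with oleate, overnight; Detection: fluorescence imaging, 20x objective, two fields per well; Measure: % inhibition of lipid droplet signal.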
TNAP activators: stimulation of alkaline phosphatase TNAP activity – biochemical, luminescent, no phosphate acceptor, uHTS, primary screen (AID 1001); 200,000 compounds, 0.03% hits; one-dose activation fold at 20 µM; EC50 in µM for titrated hits; purified TNAP, luminescent activation assay, no phosphate acceptor; higher activation fold means a stronger effect; in the data active means activation fold from about 3, or a potency from the dose series; inactive means the rest, 99 in 100 with activation fold below about 1.6; further: many of its hits are not listed in these tables
CSM14.1 death rescue: protection against thapsigargin-triggered cell killing – 384-well, CSM14.1, ATP luminescence, primary screen (AID 1222); CSM14.1 thapsigargin-induced death rescue, ATP luminescence; higher % means a stronger effect; cellular ATP content (survival), % at 20 µM, or EC50 in µM where a hit was titrated; 190,000 tested, under 10 active;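 active means EC50 below 50 µM in the dose-response confirmation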;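 further: death triggered by thapsigargin at about 15 µM added after 2 h compound pretreatment; cell ATP read after overnight thapsigargin exposure of roughly 18 to 22 hours; normalized against plate controls of thapsigargin alone and 5% DMSO vehicle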
PMI inhibitors: inhibitors of human PMI, primary screen, biochemical, fluorescence intensity, coupled assay (AID 1209); inhibition, % at 20 µM; hits with a dose series show IC50 in µM; 190,000 compounds, 0.42% hits; purified PMI enzyme, coupled fluorescence intensity; higher % means a stronger effect;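 further: plate controls were DMSO vehicle for no effect and wells lacking substrate for full effect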
Myeloid diff MLP: compounds promoting myeloid differentiation; calls only at 10 µM; ER-HoxA9 myeloid progenitors, lysozyme-GFP differentiation, flow cytometry; AID 624256; 360,000 compounds, 1% hits;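 active means normalized GFP-positive differentiation at or above the plate's own cutoff, the solvent-only control mean plus 3 SD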;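 further: cells exposed to compound for four days before flow analysis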
UTI89 phage lysis: protection from phage-mediated lysis, alamar blue read-out – E. coli UTI89, K1F phage, bacterial capsule biogenesis inhibitors (AID 488966); E. coli UTI89 K1F phage lysis, alamar blue, 2 h; higher % means a stronger effect; 340,000 compounds, 0.02% hits; one-dose inhibition, % at 100 µM; IC50 in µM for titrated hits;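 active means phage lysis inhibition, versus mean bacterial control, above a set limit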;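 further: capsule biogenesis inhibitors block K1F phage lysis so surviving cells raise fluorescence; higher fluorescence means more inhibition of phage lysis; actives were called in the ten point dose series up to 300 µM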
PMI inhibition: MPI inhibition at elevated mannose 6-phosphate – biochemical, fluorescence intensity, high mannose 6-phosphate, primary screen (AID 1220). 190,000 compounds, 0.66% hits. recombinant PMI enzyme, coupled fluorescence intensity; higher % means a stronger effect. inhibition, % at 20 µM; hits with a dose series show IC50 in µM
WT yeast gro inh mutant strain: also measured in WT yeast gro inh; calls as there; inhibition, %; mitochondrial fusion phenotypic screen, mutant strain inhibition
Hep lipid drop cells 6.5 µM: second read-out of Hep lipid drop, no call of its own (marks repeat the call); cell count; measured here: cell count, cytotoxicity flag;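 cells counted across two imaged fields per well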
Myeloid diff MLP GFP+ MAC1+ %: second read-out of Myeloid diff MLP, no call of its own (marks repeat the call); GFP+ MAC1+ double positive, %; measured here: differentiation confirmed by MAC1 staining
* = called active by the depositor; i = inactive; x = no result given; [ ] = dose if it differs, or a comment. Unless noted, no stated cut-off is given here; in the data, active means inhibition above about 50%; inactive means the rest.

SMILES	P. falciparum M1AAP	WT yeast gro inh	WT yeast gro inh mutant strain	Hep lipid drop	Hep lipid drop cells 6.5 µM	TNAP activators	CSM14.1 death rescue	PMI inhibitors	Myeloid diff MLP	Myeloid diff MLP GFP+ MAC1+ %	UTI89 phage lysis	PMI inhibition
CCOc1cc(/C=N/NC(=O)c2ccc(CN3CCOCC3)cc2)ccc1OCc1ccccc1	3.7%	15.0	8.0	-15.6	633	1.2	5.2%	14.5%	i	0.3	-0.1%	4.8%
N#C/C(=C\c1ccc[nH]1)C(=O)c1ccccc1	7.0%	x	x	17.2	694	x	x	x	i	1.0	-0.2%	x
COCCCN1C(=O)C(=O)/C(=C(/O)c2ccc(OC)cc2)C1c1cccc(OC)c1 (stereo unspecified)	6.0%	10.3	2.8	x	x	1.1	-0.8%	2.6%	i	0.9	1.3%	3.1%
COc1cccc(C(C(=O)NC(C)(C)C)N(C(=O)CCC(=O)Nc2cc(C)on2)C2CC2)c1OC (stereo unspecified)	-0.3%	15.0	5.4	-1.1	747	1.1	13.3%	-0.3%	i	0.7	0.2%	0.8%
NC(N)=NC(N)=NCCc1ccccc1	-9.9%	14.0	0.0	2.0	737	1.1	-0.1%	6.5%	i	7.3	0.3%	41.8%
Cn1c(SCC(=O)Nc2ccccc2)nc(O)cc1=O	10.1%	2.7	-7.5	x	x	1	-0.8%	-9.4%	i	8.1	-1.6%	-10.7%
Cc1nc2scc(-c3ccco3)c2c(=O)n1/N=C/N(C)C	3.3%	5.0	17.1	10.0	786	1.1	-0.8%	-0.3%	i	6.4	0.2%	-11.4%
Cc1noc(/C=C/c2ccco2)c1S(=O)(=O)N1CCC(C(=O)N2c3ccccc3CC2C)CC1 (stereo unspecified)	6.3%	10.1	-26.1	x	x	1.1	3.2%	15.5%	i	1.5	0.3%	15.7%
Cc1ccc2nc(-c3ccsc3)c(NC3CCCC3)n2c1	2.8%	27.8	9.0	1.2	708	1.1	-1.2%	9.8%	i	0.2	0.1%	21.5%
O=S1(=O)N=C(Nc2ccc(S(=O)(=O)N3CCCCC3)cc2)c2ccccc21	10.1%	-6.5	-5.9	x	x	1	1.1%	-5.1%	i	0.6	0.1%	-1.9%
Cc1cccc(N2CN=c3s/c(=C\c4ccccn4)c(=O)n3C2)c1	3.4%	x	x	1.2	668	x	x	x	i	0.6	-1.8%	x
CCN1CCN(C(=O)c2sc3nc(C)nc(N4CCC(C)CC4)c3c2C)CC1	5.5%	-0.9	-9.1	10.3	727	1	x	6.0%	i	0.4	0.3%	2.8%
CCCN(C(=O)c1ccco1)c1nnc(-c2ccncc2)s1	10.1%	-0.5	0.5	0.4	745	1.1	2.0%	-29.8%	i	0.8	1.1%	-37.1%
CCOc1ccc(C(NC(=O)/C=C/c2ccco2)c2ccc(OC)c(OC)c2)cc1 (stereo unspecified)	-7.2%	-14.0	-7.5	-1.6	557	1.1	-0.4%	16.4%	i	0.9	1.1%	10.3%
COc1cc(OC)cc(-c2nnc(Sc3ccc(C=O)cc3[N+](=O)[O-])o2)c1	7.9%	-8.8	2.9	x	x	1.1	-0.9%	12.5%	x	x	x	-1.8%
COc1ccc(C)cc1S(=O)(=O)Nc1cccnc1	3.5%	9.4	13.8	x	x	0.2	-0.9%	-0.3%	i	0.9	0.1%	5.4%
COCCCNC(CC(=O)Nc1ccc(OC)cc1OC)C(=O)O (stereo unspecified)	0.7%	-5.0	-3.3	10.6	651	1.1	-0.9%	4.6%	i	6.0	-0.1%	6.7%
Cc1ccc(NC(=O)C2CCN(S(=O)(=O)c3cccs3)CC2)cc1C	1.5%	4.5	5.9	2.5	723	1.1	-0.9%	12.0%	i	1.0	-0.3%	11.9%
Cc1cccc(NC(=O)CN2C(=O)COc3ccc(Cl)cc32)c1C	0.8%	5.6	-16.2	x	x	1.1	-1.5%	1.9%	i	4.3	0.9%	7.0%
Cc1nn(-c2ccccc2)c(C)c1S(=O)(=O)O	x	5.5	-5.1	3.4	695	1	-0.6%	-4.6%	i	0.2	0.4%	-1.6%
COC(=O)c1ccc(C(=O)OC)c(NS(C)(=O)=O)c1	1.4%	-4.8	-4.9	-0.6	761	1.1	0.7%	7.1%	i	0.9	10.9%	9.2%
Nc1nc(NCc2ccco2)nc(Nc2ccccc2)c1[N+](=O)[O-]	30.4%	x	x	0.9	748	x	x	x	i	1.1	-0.7%	x
O=c1cc(N2CCN(c3ccccc3)CC2)[nH]c(=O)n1C1CCCCC1	3.5%	8.4	15.8	x	x	1.1	-3.3%	-0.2%	i	0.7	0.5%	10.0%
COc1cccc(/C=N/NC(=O)c2nc(-c3ccccc3)cc(-c3ccccc3)n2)c1	-5.7%	-19.5	-12.6	x	x	1	-7.2%	4.4%	i	1.1	1.0%	-1.2%
Cc1ccccc1NS(=O)(=O)c1ccc(C2CNC(=O)C2)cc1 (stereo unspecified)	-2.6%	0.9	-3.8	17.0	582	1.1	x	8.6%	i	5.3	i	9.4%

Sorted by the number under PMI inhibitors (lowest first): three from the list above.
compound,PMI inhibitors
NC(N)=NC(N)=NCCc1ccccc1,6.5%
COC(=O)c1ccc(C(=O)OC)c(NS(C)(=O)=O)c1,7.1%
COc1cc(OC)cc(-c2nnc(Sc3ccc(C=O)cc3[N+](=O)[O-])o2)c1,12.5%

Continued:
SMILES	P. falciparum M1AAP	WT yeast gro inh	WT yeast gro inh mutant strain	Hep lipid drop	Hep lipid drop cells 6.5 µM	TNAP activators	CSM14.1 death rescue	PMI inhibitors	Myeloid diff MLP	Myeloid diff MLP GFP+ MAC1+ %	UTI89 phage lysis	PMI inhibition
COc1ccc(NC(C)=O)cc1C	1.9%	-8.5	-6.2	-2.2	715	1.1	-0.5%	-16.9%	i	0.4	0.2%	-7.6%
CCC(CC)N=C1NS(=O)(=O)c2cc([N+](=O)[O-])ccc21	4.7%	-0.7	-0.1	-9.5	718	1.1	0.1%	-4.8%	i	0.2	-0.5%	-4.3%
C=C(C)c1cccc(C(C)(C)NC(=O)N2CCOCC2)c1	0.2%	6.5	11.8	-18.9	704	1	2.0%	-1.5%	i	0.8	-0.7%	-0.2%
CCC(C)(C)n1nnnc1C(c1ccc(C)cc1)N(Cc1ccco1)Cc1cccs1 (stereo unspecified)	3.0%	29.9	25.1	-59.4	771	1	2.6%	18.6%	i	0.6	4.5%	15.7%
Cc1ccc(NC(=O)COC(=O)C2CC(=O)N(Cc3ccccc3)C2)cc1F (stereo unspecified)	1.9%	-7.7	-4.2	-1.0	717	1.1	4.8%	-6.3%	i	0.6	-0.5%	0.8%
O=C(NCCN1CCCC1)c1ccc2c(c1)N(Cc1ccc(F)cc1)C(=O)c1ccccc1S2=O (stereo unspecified)	-0.4%	3.1	-18.3	-34.8	505	1.1	x	12.7%	i	2.7	1.7%	11.8%
COc1ccc2nc(NC(=O)C3CCCN(S(=O)(=O)c4cccc5nonc45)C3)sc2c1 (stereo unspecified)	6.0%	18.4	3.4	33.1	753	1	-1.0%	12.3%	i	0.0	6.7%[50 µM]	11.6%
O=C(c1ccc2c(c1)OCCO2)C1CCN(S(=O)(=O)c2ccc(F)cc2)CC1	10.9%	39.9	7.6	3.2	789	1.1	-4.6%	9.5%	i	5.1	9.1%	5.3%
Cc1ccc(C(=O)NC(=S)NCc2cccnc2)cc1C	3.6%	-6.8	-23.5	11.4	723	1.1	x	6.4%	i	0.3	-0.3%	5.0%
OC1(c2ccc3ccccc3c2)CCN(Cc2ccccc2)C1 (stereo unspecified)	2.3%	12.9	-41.9	-9.4	761	1.1	-1.6%	-11.8%	i	0.7	2.6%	-15.4%
O=C(CSCc1cccc(Br)c1)N/N=C/c1ccc2c(c1)OCO2	2.6%	-0.6	3.5	x	x	1.1	-0.9%	10.0%	i	0.7	-0.6%	-8.3%
Cc1cc(N/C(=N/S(=O)(=O)c2ccc(F)cc2)c2ccccc2)n(-c2ccccc2)n1	7.6%	-13.0	-8.0	2.3	691	1.1	-0.6%	-6.5%	i	0.3	-1.4%	-1.1%
CCc1nc2ccccc2c(NC(=O)CN2CCC(C)CC2)c1C	-0.1%	x	x	x	x	1	-0.5%	1.0%	i	1.8	-0.1%	-1.9%
Cc1nn(C)c(C)c1CNC(=O)Nc1ccc2c(c1)OCO2	7.4%	-11.4	-10.4	4.9	679	1.1	-5.1%	-1.8%	i	0.4	0.0%	2.6%
C1CNC(C23CC4CC(CC(C4)C2)C3)=N1	-3.2%	8.9	-21.2	12.3	707	1.1	0.2%	7.4%	i	0.2	0.2%	10.7%
Nc1nnc(-c2ccc(Cl)cc2)s1	-5.4%	1.1	-3.2	-6.3	811	1	2.3%	7.7%	i	5.7	3.6%	5.9%
CC1(C)Cc2c(sc(N)c2C#N)C(C)(C)N1	x	-3.2	-1.9	1.7	659	1.1	-1.8%	11.6%	i	0.5	-0.4%	23.0%
O=C(O)c1cc([N+](=O)[O-])c(N2CCCC2)c([N+](=O)[O-])c1	3.6%	-6.8	-3.2	0.2	649	0.8	-0.9%	-3.4%	i	0.1	8.7%	-22.2%
CCc1nnc(N/N=C/c2ccccc2Cl)n1N	4.8%	-17.2	0.5	x	x	1.1	0.2%	2.6%	i	0.5	-0.1%	9.4%
O=C(COC(=O)[C@H](Cc1ccccc1)NC(=O)c1cccs1)Nc1ccccc1C(F)(F)F	5.6%	0.7	6.4	6.7	590	0.9	-1.7%	12.1%	i	0.7	3.7%	5.0%
Cc1nc2nc(CC(=O)O)[nH]n2c(=O)c1[N+](=O)[O-]	15.0%	x	x	-5.3	733	x	x	x	i	0.5	0.4%[50 µM]	x

Whole records, quoted from the list:
`Cc1ccccc1NS(=O)(=O)c1ccc(C2CNC(=O)C2)cc1` (stereo unspecified) across the screens: P. falciparum M1AAP = -2.6%; WT yeast gro inh = 0.9; WT yeast gro inh mutant strain = -3.8; Hep lipid drop = 17.0; Hep lipid drop cells 6.5 µM = 582; TNAP activators = 1.1; CSM14.1 death rescue = x; PMI inhibitors = 8.6%; Myeloid diff MLP = i; Myeloid diff MLP GFP+ MAC1+ % = 5.3; UTI89 phage lysis = i; PMI inhibition = 9.4%
`COc1cc(OC)cc(-c2nnc(Sc3ccc(C=O)cc3[N+](=O)[O-])o2)c1` across the screens: P. falciparum M1AAP = 7.9%; WT yeast gro inh = -8.8; WT yeast gro inh mutant strain = 2.9; Hep lipid drop = x; Hep lipid drop cells 6.5 µM = x; TNAP activators = 1.1; CSM14.1 death rescue = -0.9%; PMI inhibitors = 12.5%; Myeloid diff MLP = x; Myeloid diff MLP GFP+ MAC1+ % = x; UTI89 phage lysis = x; PMI inhibition = -1.8%

Compounds as they come; 4.6% or so of the library scored in one or more.
